Compound activity: PubChem, Southern Research Specialized Biocontainment Screening Center
H37Rv inhibition – M. tuberculosis growth inhibition, HTS (AID 449762). M. tuberculosis H37Rv growth inhibition, 7H9 media; higher % means a stronger effect. inhibition, % at 25 µM; hits with a dose series show IC50 in µM. hit rate 0.59% among 330,000; in the data active = a potency from the dose series; inconclusive = inhibition above about 70% without an active follow-up result;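 also: bacterial growth assessed after seven days of incubation; strong numbers were not always called active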
VEEV TC-83 Vero – inhibitors of VEEV TC-83 cytopathic effect, confirmation, Vero cells (AID 588727) | Vero cells, VEEV TC-83 cytopathic effect inhibition; higher % means a stronger effect | inhibition, % at 20 µM; hits with a dose series show IC50 in µM | hit rate 0.13% among 350,000; in the data active = a potency from the dose series; inconclusive = inhibition mostly from about 14% at the one dose, without a potency; inactive = the rest, 99 in 100 with inhibition below about 12%; also: strong numbers were not always called active
tuberculosis growth – growth inhibition of non-replicating M. tuberculosis (AID 488890). Mycobacterium tuberculosis non-replicating, growth inhibition; higher % means a stronger effect. inhibition, % at 25 µM; hits with a dose series show IC50 in µM. hit rate 0.39% among 320,000; in the data active = a potency from the dose series; inconclusive = inhibition mostly from about 82% at the one dose, without a potency; inactive = the rest, 99 in 100 with inhibition below about 76%;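 also: plate controls were DMSO cells for no effect and high antibiotic wells for full effect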
Salmonella PhoP GFP – PhoP regulon inhibitors, Salmonella typhi PhoP promoter GFP reporter, confirmatory (AID 1850); one-dose inhibition, % at 50 µM; IC50 in µM for titrated hits; Salmonella Typhi PhoP-promoter GFP reporter, fluorescence, 4 h; higher % means a stronger effect; hit rate 0.33% among 310,000; in the data active = a potency from the dose series; inconclusive = inhibition mostly from about 25% at the one dose, without a potency; inactive = the rest, 99 in 100 with inhibition below about 19%;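 also: 0% = induced wells with vehicle and 100% = uninduced wells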
H1N1 NS1A inhibition – H1N1 influenza NS1A inhibitors, functional cell based assay (AID 504329) | NS1A functional cell-based assay, percent inhibition; higher % means a stronger effect | one-dose inhibition, % at 12.5 µM; IC50 in µM for titrated hits | hit rate 0.3% among 340,000; in the data active = a potency from the dose series; inconclusive = inhibition above about 27% without an active follow-up result; also: strong numbers were not always called active
VEEV TC-83 Vero 10K pilot screen – recorded beside VEEV TC-83 Vero, whose call it bears; inhibition, %; measured here: 10K pilot screen inhibition
* hit, by the source's call; & = joins results of further samples. Hits appear at their usual frequency; overall some 1.5% were active at least once.

What do the screens show for `CC(C)Cc1nc(N2CCNCC2)c(C#N)c2c1CCC2`?
H37Rv inhibition: 6%; VEEV TC-83 Vero: inactive; tuberculosis growth: 38%; Salmonella PhoP GFP: 7%

Results for CCc1cc(-c2n[nH]c(=S)n2-c2cccc(C)c2)cs1 ?
H37Rv inhibition: -4%; VEEV TC-83 Vero: 7.0%; tuberculosis growth: -15%; Salmonella PhoP GFP: -4%; H1N1 NS1A inhibition: 0%

Results for O=C(Nc1ccc(C(F)(F)F)cc1)c1csc(-c2ccncc2)n1 ?
H37Rv inhibition: inconclusive; VEEV TC-83 Vero: 0.7%; tuberculosis growth: 61%; Salmonella PhoP GFP: -3%; H1N1 NS1A inhibition: 1%; VEEV TC-83 Vero 10K pilot screen: 0.5

Results for COc1ccc(S(=O)(=O)NCCc2cn3nc(C)c(C)nc3n2)cc1C ?
H37Rv inhibition: -12%; VEEV TC-83 Vero: 1.4%; tuberculosis growth: -14%; Salmonella PhoP GFP: -8%; H1N1 NS1A inhibition: 5%

How did COc1cc2c(cc1OC)CN(CC(=O)Nc1ccccc1C(=O)NC1CC1)CC2 do in these assays?
H37Rv inhibition: 5%; VEEV TC-83 Vero: 3.9%; tuberculosis growth: -2%; H1N1 NS1A inhibition: -4%

Results for O=C(Nc1ccc(NC(=O)c2ccc3c(c2)OCCO3)cc1)c1ccccc1 ?
H37Rv inhibition: -8%; VEEV TC-83 Vero: inactive; tuberculosis growth: -7%; Salmonella PhoP GFP: 9%; H1N1 NS1A inhibition: 7%

Results for CNC(=S)NNC(=O)c1sc2cc(C(F)(F)F)cnc2c1-c1cccnc1 ?
H37Rv inhibition: -9%; VEEV TC-83 Vero: inactive; tuberculosis growth: -24%; Salmonella PhoP GFP: 9%; H1N1 NS1A inhibition: -6%

How did CCN(CC)CCNC(=O)c1ccc(Cl)c(S(=O)(=O)Nc2ccc(Cl)cc2)c1 do in these assays?
H37Rv inhibition: -8%; VEEV TC-83 Vero: 3.0%; tuberculosis growth: 6%; Salmonella PhoP GFP: 4%; H1N1 NS1A inhibition: -20%&6%

Results for O=C1CC(=O)C(n2cncn2)C(c2cccc(Cl)c2)C1 (centres undefined) ?
H37Rv inhibition: -12%; VEEV TC-83 Vero: inactive; tuberculosis growth: 4%; Salmonella PhoP GFP: 3%; H1N1 NS1A inhibition: 5%

How did Cc1ccc2nc(NC(=O)C3CCN(c4ncnc5sc(C)c(C)c45)CC3)sc2c1 do in these assays?
H37Rv inhibition: 6%; VEEV TC-83 Vero: 3.1%; tuberculosis growth: 16%; Salmonella PhoP GFP: -5%; H1N1 NS1A inhibition: 13%

How did CCOc1cc(C2C3=C(CC(C)(C)CC3=O)N(C)C3=C2C(=O)CC(C)(C)C3)ccc1O do in these assays?
H37Rv inhibition: 4%; VEEV TC-83 Vero: inactive; tuberculosis growth: 1%; Salmonella PhoP GFP: 6%; H1N1 NS1A inhibition: -17%

How did COc1ccc(OCC(O)CNC(C)c2ccccc2)cc1 (centres undefined) do in these assays?
H37Rv inhibition: -7%; VEEV TC-83 Vero: inactive; tuberculosis growth: -3%; Salmonella PhoP GFP: 1%; H1N1 NS1A inhibition: 5%

Results for COc1ccc(NC(=O)c2ccco2)cc1NC(=O)c1c(F)c(F)c(OC)c(F)c1F ?
H37Rv inhibition: -5%; VEEV TC-83 Vero: 0.2%; tuberculosis growth: -7%; Salmonella PhoP GFP: -2%; H1N1 NS1A inhibition: -3%

How did COc1ccc(-n2nc3c(c2NC(=O)COc2ccccc2)CS(=O)(=O)C3)cc1 do in these assays?
H37Rv inhibition: 1%; VEEV TC-83 Vero: 1.5%; tuberculosis growth: -13%; Salmonella PhoP GFP: 3%; H1N1 NS1A inhibition: 1%

What do the screens show for `CCOCCCn1c(SCc2nc3sc(C(=O)O)c(C)c3c(=O)[nH]2)nnc1-c1ccc(Cl)cc1`?
H37Rv inhibition: 1%; VEEV TC-83 Vero: 0.5%; tuberculosis growth: -15%; Salmonella PhoP GFP: 0%; H1N1 NS1A inhibition: 2%

What do the screens show for `Cc1nn(C)c(C(=O)NNC(=O)NC2CCCCC2)c1Cl`?
VEEV TC-83 Vero: 1.3%; H1N1 NS1A inhibition: -4%

Results for CCOc1cc(NC(=S)NCc2ccco2)c(OCC)cc1NC(=O)c1ccco1 ?
H37Rv inhibition: -4%; VEEV TC-83 Vero: 3.1%; tuberculosis growth: inconclusive; Salmonella PhoP GFP: -2%; H1N1 NS1A inhibition: -6%

How did COc1ccc(NS(=O)(=O)c2ccc(NS(=O)(=O)c3ccc(SC)cc3)cc2)c(OC)c1 do in these assays?
H37Rv inhibition: -3%; VEEV TC-83 Vero: inactive; tuberculosis growth: 20%; Salmonella PhoP GFP: -13%; H1N1 NS1A inhibition: -39%

How did Cc1ccc(NC(=O)CN2C(=O)S/C(=C\c3cccn3C)C2=O)cc1 do in these assays?
H37Rv inhibition: -3%; VEEV TC-83 Vero: 3.6%; tuberculosis growth: -1%; Salmonella PhoP GFP: -6%; H1N1 NS1A inhibition: 1%

How did O=C(O)c1ccc(Oc2ccc(S(=O)(=O)c3ccc(C(=O)O)c(C(=O)O)c3)cc2)cc1 do in these assays?
H37Rv inhibition: -9%; VEEV TC-83 Vero: 0.1%; tuberculosis growth: -15%; Salmonella PhoP GFP: 4%; H1N1 NS1A inhibition: 1%

The final 2 records of the part above open the next one.
How did Cc1ccc(NC(=O)CN2C(=O)S/C(=C\c3cccn3C)C2=O)cc1 do in these assays?
H37Rv inhibition: -3%; VEEV TC-83 Vero: 3.6%; tuberculosis growth: -1%; Salmonella PhoP GFP: -6%; H1N1 NS1A inhibition: 1%

How did O=C(O)c1ccc(Oc2ccc(S(=O)(=O)c3ccc(C(=O)O)c(C(=O)O)c3)cc2)cc1 do in these assays?
H37Rv inhibition: -9%; VEEV TC-83 Vero: 0.1%; tuberculosis growth: -15%; Salmonella PhoP GFP: 4%; H1N1 NS1A inhibition: 1%

Results for Cc1c(Cl)cccc1NC(=O)C(=O)NNC(=O)c1ccccc1F ?
H37Rv inhibition: inconclusive; VEEV TC-83 Vero: 1.6%; tuberculosis growth: 1.6µM*; Salmonella PhoP GFP: 21%; H1N1 NS1A inhibition: -6%

What do the screens show for `O=C(N/N=C/c1cc(Cl)cc(Cl)c1O)c1ccncc1`?
H37Rv inhibition: inconclusive; VEEV TC-83 Vero: 2.6%; tuberculosis growth: 66%; Salmonella PhoP GFP: 35µM*; H1N1 NS1A inhibition: 5.6µM*

What do the screens show for `Cc1ccc2oc(=O)c(/C=C(\O)CC(C)C)nc2c1`?
H37Rv inhibition: 2%; VEEV TC-83 Vero: inactive; tuberculosis growth: -17%; Salmonella PhoP GFP: inconclusive; H1N1 NS1A inhibition: 10%

How did CCOc1ccc(N(CC(=O)NCCSCc2ccccc2)S(=O)(=O)c2ccccc2)cc1 do in these assays?
H37Rv inhibition: 14%; VEEV TC-83 Vero: 1.0%; tuberculosis growth: 3%; Salmonella PhoP GFP: -6%; H1N1 NS1A inhibition: -11%

How did CC1=C(C)CC2(C(=O)NC(=O)NC2=O)C(C)C1 (centres undefined) do in these assays?
VEEV TC-83 Vero: 0.9%; H1N1 NS1A inhibition: -9%

How did CCOC(=S)NC(=O)c1sc2ccccc2c1Cl do in these assays?
H37Rv inhibition: 0%; VEEV TC-83 Vero: 2.4%; tuberculosis growth: 74%; Salmonella PhoP GFP: 13%; H1N1 NS1A inhibition: -7%

How did CCN(CC)C(=O)c1c[nH]c2ccc(S(=O)(=O)Nc3cc(C)cc(C)c3)cc2c1=O do in these assays?
H37Rv inhibition: -2%; VEEV TC-83 Vero: 2.4%; tuberculosis growth: 18%; Salmonella PhoP GFP: 0%; H1N1 NS1A inhibition: 2%

Results for Cc1ccc(CSc2nnc(-c3ccncc3)n2C)cc1 ?
H37Rv inhibition: -5%; VEEV TC-83 Vero: 1.1%; tuberculosis growth: 34%; Salmonella PhoP GFP: -11%; H1N1 NS1A inhibition: -10%

What do the screens show for `COc1ccc(OCCSc2nnc(-c3ccccc3)n2N)cc1`?
H37Rv inhibition: -4%; VEEV TC-83 Vero: 3.1%; tuberculosis growth: 69%; Salmonella PhoP GFP: 3%; H1N1 NS1A inhibition: 2%

Results for O=S(=O)(NCc1cccs1)c1cccc2cccnc12 ?
H37Rv inhibition: 3%; VEEV TC-83 Vero: inactive; tuberculosis growth: 15%; Salmonella PhoP GFP: -3%; H1N1 NS1A inhibition: 7%; VEEV TC-83 Vero 10K pilot screen: 1.2

Results for COc1cc(C2c3c(c(C)c(C)oc3=O)Oc3c(C)c(C)oc(=O)c32)ccc1OS(=O)(=O)c1ccc(C)cc1 ?
H37Rv inhibition: -7%; VEEV TC-83 Vero: inactive; tuberculosis growth: 38%; H1N1 NS1A inhibition: 7%; VEEV TC-83 Vero 10K pilot screen: 1.4

How did Cc1c(Cl)cccc1NC(=O)Cn1c(-c2ccc(F)cc2)noc1=O do in these assays?
H37Rv inhibition: 6%; VEEV TC-83 Vero: inactive; tuberculosis growth: 24%; Salmonella PhoP GFP: -10%; H1N1 NS1A inhibition: -5%

Results for Cc1ccc(S(=O)(=O)N2CC(O)CC2C(=O)NCc2ccc3c(c2)OCO3)cc1 (centres undefined) ?
H37Rv inhibition: 2%; VEEV TC-83 Vero: 1.0%; tuberculosis growth: -4%; Salmonella PhoP GFP: 13%; H1N1 NS1A inhibition: 8%

Results for CN1CCCN(C(=O)CNC(=O)c2ccccc2F)CC1 ?
H37Rv inhibition: -8%; VEEV TC-83 Vero: inactive; tuberculosis growth: 2%; H1N1 NS1A inhibition: -1%

What do the screens show for `CCN(c1ccc(Cl)cc1)S(=O)(=O)c1nnc(NC(=O)C(C)C)s1`?
H37Rv inhibition: -2%; VEEV TC-83 Vero: inactive; tuberculosis growth: -1%; Salmonella PhoP GFP: -9%; H1N1 NS1A inhibition: -4%

How did CN(CCc1ccccc1)C(=O)c1cccc(NC(=O)Cc2cccc(NC(=O)C3CCCN(C(=O)C4CCCCC4)C3)c2)c1 (centres undefined) do in these assays?
VEEV TC-83 Vero: 0.9%; H1N1 NS1A inhibition: -4%

Results for C=C(C)CSc1nc2sc3c(c2c(=O)n1-c1ccccc1)CCN(C)C3 ?
H37Rv inhibition: 70%; VEEV TC-83 Vero: inactive; tuberculosis growth: inconclusive; Salmonella PhoP GFP: -10%; H1N1 NS1A inhibition: -19%

Results for COc1ccc(NC2C=CS(=O)(=O)C2)c(OC)c1 (centres undefined) ?
H37Rv inhibition: -1%; VEEV TC-83 Vero: 0.2%; tuberculosis growth: 11%; Salmonella PhoP GFP: -6%; H1N1 NS1A inhibition: 13%

How did COC(C(=O)Nc1ccnn1C1CCN(Cc2cccc(C)n2)CC1)c1ccccc1 (centres undefined) do in these assays?
H37Rv inhibition: -3%; VEEV TC-83 Vero: 2.8%; tuberculosis growth: 1%; Salmonella PhoP GFP: 2%; H1N1 NS1A inhibition: 5%

How did O=C(CN(Cc1ccco1)C(=O)c1ccccc1F)Nc1ccccc1C(F)(F)F do in these assays?
H37Rv inhibition: -1%; VEEV TC-83 Vero: 3.9%; tuberculosis growth: -25%; H1N1 NS1A inhibition: 10%

How did OC1C(O)C(O)C(O)C(O)C1O (centres undefined) do in these assays?
H37Rv inhibition: -3%&-3%&-8%; VEEV TC-83 Vero: 1.8%&0.8%; tuberculosis growth: -9%&7%&2%; Salmonella PhoP GFP: -22%&-2%&-25%; H1N1 NS1A inhibition: -2%&0%&2%

What do the screens show for `CCOc1cccc(C(=O)Nc2cnn(Cc3ccccc3)c2)c1`?
H37Rv inhibition: 4%; VEEV TC-83 Vero: 5.0%; tuberculosis growth: 11%; Salmonella PhoP GFP: -7%; H1N1 NS1A inhibition: -7%

How did Cc1ccc(-c2noc(C3CCCN(C(=O)c4ccccc4Br)C3)n2)o1 (centres undefined) do in these assays?
H37Rv inhibition: 1%; VEEV TC-83 Vero: 2.3%; tuberculosis growth: 10%; Salmonella PhoP GFP: 3%; H1N1 NS1A inhibition: -8%

Results for COc1cccc2cc(C(=O)N3CCc4ccccc43)c(=O)oc12 ?
H37Rv inhibition: 7%; VEEV TC-83 Vero: 1.6%; tuberculosis growth: 6%; Salmonella PhoP GFP: 2%; H1N1 NS1A inhibition: 10%

Results for COc1cc(OC)cc(C(=O)NNC(=O)CCNS(=O)(=O)c2ccc(C)c(C)c2)c1 ?
VEEV TC-83 Vero: 9.5%; H1N1 NS1A inhibition: -3%

How did COc1ccc2[nH]c(C(=O)O)c(NC(=O)c3cc(OC)c(OC)c(OC)c3)c2c1 do in these assays?
H37Rv inhibition: 1%; VEEV TC-83 Vero: 0.0%; tuberculosis growth: -2%; Salmonella PhoP GFP: 6%; H1N1 NS1A inhibition: 0%
